From PubChem
Ub-GFP proteasome: Ubiquitin-GFP Assay | Potency, µM (doses to about 45.9 µM), without a hit: at the highest dose activation (GFP accumulation), actives largely listed as activators | 67,000 tested, under 10 active | Ubiquitin-GFP reporter cells, proteasome inhibition, GFP fluorescence; response scale: untreated = 0%, 10 µM MG-132 = 100% | AID 526, 2006; active = well fitted activation curve with a large enough effect, not every such curve was filed as active; inconclusive = small, poorly fitted or top-dose-only effect, or another doubt; inactive = no such curve, though single readings can be large or run the other way; also: potency is read from the fitted curve at half-maximal effect
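Proteasome blockade was scored as a rise in GFP-expressing U2OS cells carrying a ubiquitin(G76V)-GFP construct, imaged after 4 hr compound treatment at 37 °C across a 46 uM–2.9 nM series.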
TexasRed autofl: qHTS Assay for Spectroscopic Profiling in Texas Red Spectral Region; Compound fluorescence, Texas Red channel, 547/618 nm; hits give high values; max dye-equivalent concentration, M; 59,000 compounds, 0.06% hits; AID 587, 2007; in the data active = max dye-equivalent concentration above about 10 nM; inconclusive = between about 1.1 nM and that limit
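Fluorescence at ex 547/em 618 nm, normalized against an on-plate Texas Red standard series to give dye-equivalent concentration per compound concentration. Buffer 100 mM Tris, pH 8.0; 15 min RT incubation before CCD imaging.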
A350 fluor: qHTS Assay for Spectroscopic Profiling in A350 Spectral Region; Compound autofluorescence, 340/450 nm, Alexa 350 dye-equivalents; hits give high values; max dye-equivalent concentration, M; 59,000 compounds, 11% hits; AID 590, 2007; in the data active = max dye-equivalent concentration above about 10 nM; inconclusive = mostly about 1.1 nM to 9.6 nM
Fluorescein fluor: qHTS Assay for Spectroscopic Profiling in Fluorescein Spectral Region. Compound autofluorescence, 480/540 nm, fluorescein-equivalent; hits give high values. max fluorescein-equivalent concentration, M. 59,000 compounds, 0.91% hits. AID 593, 2007; in the data active = max fluorescein-equivalent concentration above about 10 nM; inconclusive = between about 1.1 nM and that limit
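Fluorescein stocks ranging 3 mM down to 300 nM, plus DMSO blanks, were pinned alongside compounds to build a per-plate standard curve. Buffer: 100 mM Tris, pH 8.0. Incubation 15 min, room temperature; filters 480/540 nm.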
HBB splice mod: qHTS Assay for Modulators of Hemoglobin Beta Chain Splicing; HBB splicing reporter cell assay, activation; EGFP reporter with mutant IVS2-654 intron; response scale: normalised to 500 nM splice-correcting PNA; Potency, µM (series often up to 46.1 µM), without a hit: top-dose activation, actives largely listed as activators; 65,000 compounds, 0.06% hits; AID 925, 2007; also: potency is read from the fitted curve at half-maximal effect; 0% is about no effect
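HeLa cells stably expressing EGFP interrupted by mutant beta-globin intron 2 (IVS2-654), 500/well in 2% FCS. Treated with compound for 2 days at 37C. Splicing correction scored as total well GFP intensity (488 nm excitation, 500-520 nm emission); 500 nM antisense PNA served as control.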
CRE-bla Fsk: Cell signaling CRE-BLA (Fsk stim) | CHO CRE-bla reporter (cAMP response element driving beta-lactamase), forskolin EC10, beta-lactamase ratio | Potency, µM (highest dose often 38.2 µM), inactives show at the top dose activity change, negative = inhibition, hits mostly activators | 71,000 compounds, 2.5% hits; active = well fitted activation curve with a large enough effect in the signal ratio, with a control signal flat, not every such curve was filed as active; inconclusive = small, poorly fitted or top-dose-only effect, or effect the other way, or a change in a side signal; the % refers to the signal ratio; also: potency is read from the fitted curve at half-maximal effect; % of control where 0% means no effect
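Modulation of forskolin-driven signalling is measured in CHO cells carrying a CRE-controlled beta-lactamase reporter. Cells are stimulated with EC10 NKH 477 in the presence of titrated compound for 3 h at 37 °C, then loaded with CCF4 for 2 h at room temperature.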
ERK AVP inh: qHTS Assay for Inhibitors of the ERK Signaling Pathway using a Homogeneous Screening Assay; HEK293-V1b, vasopressin-stimulated pERK AlphaScreen; Potency, µM (series often up to 57.5 µM), for the others: top-dose activity, negative = inhibition, usual class: inhibitors; 72,000 compounds, 0.99% hits; AID 995, 2007; also: potency is read from the fitted curve at half-maximal effect; % is scaled to controls: 0 for no effect and ±100 for the full control effect; nearly all actives have a fitted effect of over 55% in size
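Overnight-seeded V1b-HEK293 cells in 1% FBS got compound, then vasopressin (25 nM final, 5 min, 37C), then lysis buffer. AlphaScreen detection of phospho-ERK; activity normalized to basal and full-stimulation controls.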
Hsp90 Hop PPI: qHTS Assay for Disrupters of an Hsp90 Co-Chaperone Interaction. Hsp90 C-terminal peptide / TPR2A (Hop) interaction, human. AlphaScreen TPR2A-His6 binding biotin-Hsp90 C-terminal peptide. Potency, µM (highest dose often 57 µM), without a hit: at the top dose activity change, negative = inhibition. 71,000 compounds, 0.44% hits. AID 595, 2007; active = well fitted curve in either direction with a large enough effect; inconclusive = small, poorly fitted or top-dose-only effect, or another doubt; also: potency is read from the fitted curve at half-maximal effect; % is scaled to controls: 0 for no effect and ±100 for the full control effect; many of its hits are not listed in these tables
Luciferase inh: qHTS Assay for Inhibitors of Firefly Luciferase; Potency, µM (highest dose often 57.1 µM), without a hit: top-dose activity change, negative = inhibition, usual class: inhibitors; 72,000 compounds, 2.2% hits; purified firefly luciferase, luminescence, 8 min; also: potency is read from the fitted curve at half-maximal effect; % is scaled to controls: 0 for no effect and ±100 for the full control effect; nearly all actives have a fitted effect of over 40% in size
Target sequence (P08659 whole entry, looked up): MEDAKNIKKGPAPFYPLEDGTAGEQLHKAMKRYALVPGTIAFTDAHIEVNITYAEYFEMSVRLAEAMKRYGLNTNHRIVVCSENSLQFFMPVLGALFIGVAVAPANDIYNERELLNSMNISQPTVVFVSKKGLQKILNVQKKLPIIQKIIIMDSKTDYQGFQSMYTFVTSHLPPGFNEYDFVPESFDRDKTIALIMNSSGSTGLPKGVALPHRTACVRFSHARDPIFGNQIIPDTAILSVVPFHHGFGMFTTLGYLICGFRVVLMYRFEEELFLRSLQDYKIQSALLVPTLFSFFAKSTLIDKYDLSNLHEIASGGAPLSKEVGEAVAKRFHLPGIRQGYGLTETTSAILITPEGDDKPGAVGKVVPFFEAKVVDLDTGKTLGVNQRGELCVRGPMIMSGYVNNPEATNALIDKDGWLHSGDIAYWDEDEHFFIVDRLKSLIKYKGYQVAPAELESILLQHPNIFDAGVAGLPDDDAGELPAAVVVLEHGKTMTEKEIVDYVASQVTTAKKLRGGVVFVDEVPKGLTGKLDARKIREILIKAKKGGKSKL
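qHTS concentration-response profiling: light output of P. pyralis luciferase with luciferin and 10 uM ATP, imidazole buffer pH 7.2. Read by luminescence after 8-min room-temperature incubation.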
4MU fluor: qHTS Assay for Spectroscopic Profiling in 4-MU Spectral Region | compound autofluorescence, 340/450 nm, 4-MU equivalents; hits give high values | max dye-equivalent concentration, M | AID 589, 2007 | 59,000 compounds, 11% hits; in the data active = max dye-equivalent concentration above about 10 nM; inconclusive = mostly about 1.1 nM to 9.6 nM
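Compounds in 100 mM Tris, pH 8.0, sat 15 min at room temperature before fluorescence was read at 340 nm excitation/450 nm emission; a per-plate six-point 4-MU standard curve converted signals to dye-equivalent concentration at each compound concentration.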
Epigenetic mod: qHTS Assay for Epigenetic Modulators. mouse C127i GFP locus derepression, cytometry, 30 h. Potency, µM (series often up to 46.1 µM), without a hit: top-dose GFP derepression (activation). 68,000 compounds, 0.09% hits; also: % of control where 0% means no effect
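Derepression screen: silenced CMV-GFP reporter in murine C127i cells, 30 h compound incubation at 37 C, washed cells imaged by laser-scanning cytometer to enumerate GFP-expressing objects of 20 to 120 um.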
Active calls of the source: *; i = inactive; ? = inconclusive; / = no result given; [ ] = dose if it differs, or a comment. Unless noted, calls follow the shape of the dose curve; as a rule, active = well fitted curve in the direction sought with a large enough effect; inconclusive = small, poorly fitted or top-dose-only effect, or another doubt; inactive = no such curve, though single readings can be large; an effect the other way counts as inactive or inconclusive. The list is partial, so the mix of outcomes need not match the whole.

SMILES	Ub-GFP proteasome	TexasRed autofl	A350 fluor	Fluorescein fluor	HBB splice mod	CRE-bla Fsk	ERK AVP inh	Hsp90 Hop PPI	Luciferase inh	4MU fluor	Epigenetic mod
CCOC(=O)c1c(NC(=O)CSc2nnc(-c3ccc(OC)cc3)o2)sc2c1CCC2	5%	i	?	?	-1.1%	-2%	10%	2%	-3%	?	0%
C=CCn1c(COc2ccccc2F)nnc1SCC(=O)NC(=O)NCc1ccco1	1%	i	i	?	0.0%	?	-4%	-3%	4%	i	0%
CCOC(=O)CCC(=O)N1CCNC(=O)C1	2%	/	/	/	-0.3%	20%	/	3%	0%	/	/
C=CCn1c(SCC(=O)Nc2cc(NC(C)=O)ccc2OC)nnc1-c1ccccn1	/	i	i	?	-2.0%[0.369 µM]	?	-14%	-20%	1%	i	0%
O=C(Nc1ccc2c(c1)OCO2)c1cc2n(n1)C(C(F)(F)F)CC(c1ccccc1)N2 (stereo unspecified)	/	i	i	i	/	/	/	/	-1%[25.5 µM]	i	0%[20.6 µM]
COc1ccc(CNC(=O)c2cc(-c3cccc(OC)c3)on2)cc1	6%	/	/	/	-0.9%	-5%	-7%	5%	-3%	/	-3%
CNc1nc2c(c(=O)n(C)c(=O)n2C)n1Cc1ccccc1	-1%	i	i	i	-2.5%	?	-20%	-9%	2%	i	-2%
O=C(COc1ccccc1O)Nc1ccc(Cl)cc1	-6%	i	?	i	-3.0%	?	2%	3%	-3%	i	-1%
OC(COc1ccc2cc(Br)ccc2c1)CN1CCCC1 (stereo unspecified)	1%	i	i	i	5.1%	3%	-19%	-5%	?	i	0%
COc1ccc(NC(=O)C2CCCN(S(=O)(=O)c3cnc[nH]3)C2)cc1 (stereo unspecified)	12%	/	/	/	-0.4%	-3%	-8%	0%	0%	/	-3%
COc1ccc(/C=N/n2c(=O)[nH]c3c([nH]c4ccc(C)cc43)c2=O)cc1CN1CCOCC1	7%	i	?	i	-0.3%[57.5 µM]	-2%	-3%	-4%	-1%	?	1%
O=C1CCCCCN1Sc1ccccc1	-7%	i	i	i	/	1%	17%	-2%	-2%	i	7%
CCOC(=O)N1CCN(S(=O)(=O)c2ccc(OCC)c3ccccc23)CC1	-4%	?	i	i	-0.6%	3%	24%	0%	1%	i	6%
O=C(COC(=O)c1cccc(S(=O)(=O)N2CCN(c3ccccc3)CC2)c1)NCc1ccco1	-3%	i	i	?	-2.4%[57.5 µM]	-16%	20%	?	0%	i	0%
COc1ccc2cc(C#N)c(NC(C)C)nc2c1	-10%	?	1.2e-06M*	i	-3.2%	?	17%	?	-1%	1.1e-06M*	0%
CCn1c(SCC(=O)Nc2nc3ccccc3s2)nnc1-c1ccc(OC)cc1	11%	i	?	?	2.2%	-2%	18%	?	-1%	i	2%
O=C(Nc1nncs1)c1ccc(Br)c(S(=O)(=O)N2CCCC2)c1	2%	i	i	?	-0.5%	-4%	-21%	-1%	0%	i	2%
Cc1ccc(-n2c(Cc3cccs3)nnc2SCC(=O)Nc2ccc(S(N)(=O)=O)cc2)cc1	0%	i	i	i	0.0%	1%	9%	-9%	2%	i	-4%
O=C(O)c1oc(C(=O)O)c(C(=O)O)c1C(=O)O	-4%[9.17 µM]	i	i	i	1.5%[9.22 µM]	0%[7.6 µM]	-19%[11.5 µM]	-1%[11 µM]	2%[11.4 µM]	i	2%[9.22 µM]
Cc1ccc(-c2nnn(CC(=O)N(CC(=O)NCC3CCCO3)c3ccc(F)c(Cl)c3)n2)o1 (stereo unspecified)	-5%	i	i	i	/	-11%	13%	0%	0%	i	4%

Four of the compounds above, as labelled records.
smiles: O=C(COC(=O)c1cccc(S(=O)(=O)N2CCN(c3ccccc3)CC2)c1)NCc1ccco1
  Ub-GFP proteasome: -3% | TexasRed autofl: i | A350 fluor: i | Fluorescein fluor: ? | HBB splice mod: -2.4%[57.5 µM] | CRE-bla Fsk: -16% | ERK AVP inh: 20% | Hsp90 Hop PPI: ? | Luciferase inh: 0% | 4MU fluor: i | Epigenetic mod: 0%
smiles: Cc1ccc(-n2c(Cc3cccs3)nnc2SCC(=O)Nc2ccc(S(N)(=O)=O)cc2)cc1
  Ub-GFP proteasome: 0% | TexasRed autofl: i | A350 fluor: i | Fluorescein fluor: i | HBB splice mod: 0.0% | CRE-bla Fsk: 1% | ERK AVP inh: 9% | Hsp90 Hop PPI: -9% | Luciferase inh: 2% | 4MU fluor: i | Epigenetic mod: -4%
smiles: OC(COc1ccc2cc(Br)ccc2c1)CN1CCCC1 (stereo unspecified)
  Ub-GFP proteasome: 1% | TexasRed autofl: i | A350 fluor: i | Fluorescein fluor: i | HBB splice mod: 5.1% | CRE-bla Fsk: 3% | ERK AVP inh: -19% | Hsp90 Hop PPI: -5% | Luciferase inh: ? | 4MU fluor: i | Epigenetic mod: 0%
smiles: C=CCn1c(SCC(=O)Nc2cc(NC(C)=O)ccc2OC)nnc1-c1ccccn1
  Ub-GFP proteasome: / | TexasRed autofl: i | A350 fluor: i | Fluorescein fluor: ? | HBB splice mod: -2.0%[0.369 µM] | CRE-bla Fsk: ? | ERK AVP inh: -14% | Hsp90 Hop PPI: -20% | Luciferase inh: 1% | 4MU fluor: i | Epigenetic mod: 0%

More records.
SMILES	Ub-GFP proteasome	TexasRed autofl	A350 fluor	Fluorescein fluor	HBB splice mod	CRE-bla Fsk	ERK AVP inh	Hsp90 Hop PPI	Luciferase inh	4MU fluor	Epigenetic mod
COc1ccccc1C(=O)NCC(c1cccnc1)N(C)C (stereo unspecified)	16%	i	i	i	0.7%	4%	?	-4%	-20%	i	0%
O=C(CCNc1n[nH]c(=O)[nH]c1=O)N1CCOCC1	-3%	i	i	i	/	-2%	-9%	-3%	2%	i	-2%
CCCn1c(CNS(=O)(=O)c2ccc(C)cc2)nc2ccccc21	13%	/	/	/	0.5%	-8%	/	2%	0%	/	/
O=C(C(Cc1ccccc1)n1cccc1)N1CCCCCC1 (stereo unspecified)	-9%	/	/	/	-0.1%	-5%	-2%	-8%	0%	/	-2%
O=C(c1cnccn1)N1CCC2(CC1)CCN(c1ccccn1)CC2	-10%	i	i	i	1.1%	6%	-14%	5%	1%[11.4 µM]	i	0%[9.22 µM]
CCN(CC)c1nc2cc(OC)ccc2cc1C#N	-11%	?	1.1e-07M*	i	-5.9%	13µM*	98%[activator]	25µM*	-1%	9.5e-08M*	-1%
Oc1c(-c2cc(-c3ccco3)[nH]n2)ccc2ccccc12	7%	i	?	?	4.5%	-15%	-15%	?	7.9µM*	?	2%
O=C(Nc1ccccc1)N[C@H]1C[C@H](C(=O)O)Nc2cc(Cl)cc(Cl)c21	-4%	/	/	/	/	-10%	-11%	-5%	1%	/	0%
O=C1CCCCCN1CP(=O)(O)CN1CCOCC1	-6%	i	i	?	-1.7%[57.5 µM]	1%	3%	0%	5%	i	0%
CCCN(Cc1cc2cc(C)ccc2[nH]c1=O)S(C)(=O)=O	-4%	?	i	?	0.0%	?	-17%	-8%	3%	i	3%
Clc1ccccc1OCc1nnc(-c2ccccc2Br)o1	-1%	i	?	?	-0.2%[57.5 µM]	-1%	-15%	30%	-18%	i	0%
CCOc1ccc(C(=O)N(CN2CCCC2=O)c2ccccc2)cc1	9%	i	i	?	-3.1%	?	2%	-2%	-2%	i	1%
O=C(NC1CCCCC1)N1CCc2ccccc21	-2%	?	?	i	1.1%	10%	-27%	-2%	?	?	6%
CCOc1ccccc1Nc1ccc(N)cc1S(=O)(=O)O	-6%[9.17 µM]	?	?	i	-1.4%[9.22 µM]	5%[7.6 µM]	-2%[11.5 µM]	-14%[11 µM]	1%[11.4 µM]	i	2%[9.22 µM]
Cn1c2c(c(=O)n(C)c1=O)CN(Cc1ccco1)CN2	-17%	/	/	/	-0.6%[9.22 µM]	-4%	16%	-1%	1%	/	3%
O=C(NCc1ccccc1F)C1CCCN1C(=O)NCc1ccccc1 (stereo unspecified)	-3%	i	i	i	/	-1%	-1%	0%	0%	i	0%
CC1(COc2ccc(C[C@H]3SC(=O)NC3=O)cc2)CCCCC1	-1%	/	/	/	/	27%	3%	-3%	-18%	/	1%
O=C1NC(=S)SC1=C1CCCCCC1	/	i	?	i	3.6%[0.369 µM]	24%	-17%	-3%	4%	i	0%
Clc1ccccc1-c1nc(-c2cccnc2)no1	-4%	i	i	i	-0.4%	5%	-15%	7%	13µM*	i	0%
CCn1c(SCC(=O)Nc2cc(C)c(Cl)cc2OC)nnc1-c1ccco1	0%	i	i	i	-1.0%	13µM*	-13%	-7%	-1%	i	3%
O=C(Nc1nc2ccccc2[nH]1)C1CCCO1 (stereo unspecified)	2%	/	/	/	1.0%	-9%	5%	-4%	-12%	/	2%
